High-throughput results as filed in PubChem BioAssay.
STK33 kinase inh = blocks human STK33 kinase activity; inhibition, % at 10 µM; 0.073% of 320,000 active; purified STK33, MBP phosphorylation, ADP-Glo luminescence; AID 2661; Q9BYT3;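 active = inhibition at or above 25%, using the most active replicate where run in duplicate; inactive = inhibition below 25%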
Target sequence (Q9BYT3 whole entry, looked up): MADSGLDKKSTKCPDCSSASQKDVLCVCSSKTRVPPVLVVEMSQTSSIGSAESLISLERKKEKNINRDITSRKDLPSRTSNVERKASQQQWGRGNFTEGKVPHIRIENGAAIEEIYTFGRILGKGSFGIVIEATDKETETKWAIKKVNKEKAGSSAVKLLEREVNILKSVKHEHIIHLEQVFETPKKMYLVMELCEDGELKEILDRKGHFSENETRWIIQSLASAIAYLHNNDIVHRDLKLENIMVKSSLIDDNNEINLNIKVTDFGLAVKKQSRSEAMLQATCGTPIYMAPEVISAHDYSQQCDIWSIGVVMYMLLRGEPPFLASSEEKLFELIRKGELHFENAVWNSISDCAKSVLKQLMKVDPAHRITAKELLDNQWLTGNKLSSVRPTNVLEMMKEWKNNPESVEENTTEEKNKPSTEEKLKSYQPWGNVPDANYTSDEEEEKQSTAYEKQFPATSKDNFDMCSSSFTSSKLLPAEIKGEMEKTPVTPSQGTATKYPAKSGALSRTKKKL
Kir21 inh = blocks the mouse Kir2.1 inward-rectifier potassium channel; AID 1672; 0.85% of 310,000 active; B-score at 10 µM; HEK293-Kir2.1, FluxOR thallium flux fluorescence; active compounds read low; P35561;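 active = fluorescence ratio B-score at or below minus 3 SD of library scores, with starting-brightness B-score within 2 SD, cut at about -4.2 in these data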;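 note: channel flux triggered by added potassium and thallium sulfate stimulus; B-score of peak minus minimum fluorescence over baseline after thallium stimulus; more negative B-score means stronger Kir2.1 block with less thallium influx; some compounds called inactive have numbers as strong as hits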
Target sequence (P35561 whole entry, looked up): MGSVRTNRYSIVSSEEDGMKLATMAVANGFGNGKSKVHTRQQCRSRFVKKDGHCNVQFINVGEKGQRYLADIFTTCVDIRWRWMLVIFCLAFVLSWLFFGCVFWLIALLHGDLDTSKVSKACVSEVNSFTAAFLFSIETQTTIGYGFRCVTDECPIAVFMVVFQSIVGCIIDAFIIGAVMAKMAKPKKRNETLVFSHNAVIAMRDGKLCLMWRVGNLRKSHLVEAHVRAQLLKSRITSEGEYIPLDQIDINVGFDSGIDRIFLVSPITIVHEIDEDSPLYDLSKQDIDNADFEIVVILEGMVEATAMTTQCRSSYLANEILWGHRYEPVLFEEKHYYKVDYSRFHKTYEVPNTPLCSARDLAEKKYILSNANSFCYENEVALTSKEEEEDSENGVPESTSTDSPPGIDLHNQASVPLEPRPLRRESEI
* hit, by the source's call.

Preview:
Screening COC(=O)C1(C#N)C(c2ccccc2)C1(C(=O)OC)C(=O)OC (stereo not drawn) returned STK33 kinase inh 2.0 and Kir21 inh -1.7.
For Cc1ccc(CSCC(=O)N(C)CC(=O)Nc2ccc(Cl)c(Cl)c2)cc1 the results were STK33 kinase inh -1.2 and Kir21 inh -0.63.
Screening COc1ccccc1NC(=S)N(Cc1ccco1)Cc1cc2ccc(C)c(C)c2[nH]c1=O returned STK33 kinase inh -2.5 and Kir21 inh 0.62.
Screening CCOP(=O)(c1ccc(N(C)C)cc1)C(O)c1ccccc1F (stereo not drawn) returned STK33 kinase inh -1.8 and Kir21 inh -0.25.
Cc1cc(CNC(=S)Nc2cccc(Cl)c2Cl)nn1C was read as STK33 kinase inh -1.3 and Kir21 inh -0.06.
For O=C(NCc1ccccc1)NC(=O)c1ccccc1 the results were STK33 kinase inh -1.5 and Kir21 inh -2.

This part in full, from the start:
Screening COC(=O)C1(C#N)C(c2ccccc2)C1(C(=O)OC)C(=O)OC (stereo not drawn) returned STK33 kinase inh 2.0 and Kir21 inh -1.7.
For Cc1ccc(CSCC(=O)N(C)CC(=O)Nc2ccc(Cl)c(Cl)c2)cc1 the results were STK33 kinase inh -1.2 and Kir21 inh -0.63.
Screening COc1ccccc1NC(=S)N(Cc1ccco1)Cc1cc2ccc(C)c(C)c2[nH]c1=O returned STK33 kinase inh -2.5 and Kir21 inh 0.62.
Screening CCOP(=O)(c1ccc(N(C)C)cc1)C(O)c1ccccc1F (stereo not drawn) returned STK33 kinase inh -1.8 and Kir21 inh -0.25.
Cc1cc(CNC(=S)Nc2cccc(Cl)c2Cl)nn1C was read as STK33 kinase inh -1.3 and Kir21 inh -0.06.
For O=C(NCc1ccccc1)NC(=O)c1ccccc1 the results were STK33 kinase inh -1.5 and Kir21 inh -2.
Screening O=C(NCC(=O)N1CCN(c2ccccc2)CC1)c1ccc(Cl)cc1 returned STK33 kinase inh -1.9 and Kir21 inh 0.53.
Screening O=C(COc1coc(CN2CCN(c3ccccc3)CC2)cc1=O)N1CCc2ccccc21 returned STK33 kinase inh -2.0 and Kir21 inh 0.28.
For COc1ccc2ccccc2c1CNCc1ccccn1 the results were STK33 kinase inh -1.4 and Kir21 inh -0.68.
`CC1=C(C#N)C(NC(=O)C(C)(C)C)(C(F)(F)F)C(=O)N1` (stereo not drawn) gave STK33 kinase inh -0.5 and Kir21 inh 1.1.
Screening CC(C)(C)c1ccc(-c2c(C#N)c(N)nc3c2CCCC3)s1 returned STK33 kinase inh -0.4 and Kir21 inh 2.9.
O=C(O)/C=C\C(=O)Nc1ccccc1C#Cc1ccccc1 was read as STK33 kinase inh 0.0 and Kir21 inh 0.13.
Screening CC(=O)N1c2ccccc2C(C)CC12CCCCC2 (stereo not drawn) returned STK33 kinase inh -5.5 and Kir21 inh -4.7*.
Screening O=C(NCc1cccc(C(F)(F)F)c1)C1CC2Cn3c(nc4ccccc43)C2N1Cc1ccccc1 (stereo not drawn) returned STK33 kinase inh 0.0 and Kir21 inh 0.76.
`Cc1ccccc1Nc1nc(N)nc(CSCc2c(C)noc2C)n1` gave STK33 kinase inh 0.4 and Kir21 inh -2.1.
Screening O=C(NNc1c2ccccc2nc2ccccc12)c1ccc(O)cc1O returned STK33 kinase inh 2.5 and Kir21 inh 0.53.
Cc1cc(=O)cc(C)n1-c1ccccc1Br was read as STK33 kinase inh -1.8 and Kir21 inh 1.3.
`Cc1cc(Br)cc2c1NC(=O)C2(O)CC(=O)c1ccco1` (stereo not drawn) gave STK33 kinase inh -2.1 and Kir21 inh -1.9.
For C=CCn1cnc2scc(-c3ccc(OC)cc3)c2c1=O the results were STK33 kinase inh 1.1 and Kir21 inh 0.53.
`CCOc1ccc(NC(=O)c2ccccc2OCC(=O)c2ccc(C)cc2)cc1` gave STK33 kinase inh -0.2 and Kir21 inh 1.3.
For Cn1c(C(=O)OCC(=O)NCc2ccc(F)cc2)cc2occc21 the results were Kir21 inh 1.5.
CCOC(=O)N1CCN(c2ncnc3nc[nH]c23)CC1 was read as STK33 kinase inh 4.3 and Kir21 inh 1.7.
`CN(CCNC(=O)c1ccc(CS(=O)(=O)c2ccc(Br)cc2)o1)CCc1ccccc1` gave STK33 kinase inh -0.8 and Kir21 inh -4.9*.
`COc1cccc(C(=O)N(Cc2nc(-c3cccc(C)c3)no2)C(C)C)c1OC` gave STK33 kinase inh -0.4 and Kir21 inh -0.41.
`CSc1nnc(-c2ccccc2N=Cc2c(C)[nH]n(-c3ccccc3)c2=O)c(=O)[nH]1` gave STK33 kinase inh -3.6 and Kir21 inh 2.1.
Screening COc1ccc(CNC(=O)CCSc2nc(-c3ccc4c(c3)OCO4)cc(C(F)(F)F)n2)cc1 returned STK33 kinase inh -0.9 and Kir21 inh 1.6.
Screening O=C(CSc1nnc(-c2ccc(Cl)cc2)n1-c1ccccc1)N/N=C/c1ccccc1C(=O)O returned STK33 kinase inh -0.1 and Kir21 inh 1.5.
Screening COc1ccc(C(=O)OCC(=O)Nc2cc(C)on2)c(OC)c1OC returned STK33 kinase inh -1.0 and Kir21 inh 0.28.
COc1ccc(NC(=S)NCCCCCC(=O)C[N+](=O)[O-])cc1 was read as STK33 kinase inh 0.4 and Kir21 inh 0.3.
Nc1ccccc1-c1nnn(CC(=O)Nc2ccc3c(c2)OCCO3)n1 was read as Kir21 inh 0.99.
Cc1nn(-c2nnc(C)c(=O)[nH]2)c(C)c1SCC(=O)Nc1ccc(F)cc1 was read as STK33 kinase inh -0.1 and Kir21 inh 0.76.
For CC1CCc2sc(C(=O)NCC(c3ccco3)N3CCCCC3)cc2C1 (stereo not drawn) the results were STK33 kinase inh -0.2.
Screening CCSc1nnc(NC(=O)C2C3C=CC(C3)C2C(=O)O)s1 (stereo not drawn) returned STK33 kinase inh -0.1 and Kir21 inh 0.57.
Screening COc1ccc(-c2cc(=O)oc3cc(OCC(=O)N[C@@H](Cc4c[nH]c5ccccc45)C(=O)O)ccc23)cc1 returned STK33 kinase inh -0.8 and Kir21 inh 1.5.
For Cc1ccc(-c2c(C(=O)N/N=C/c3ccoc3)nnn2-c2nonc2N)cc1 the results were STK33 kinase inh -1.2 and Kir21 inh 0.67.
O=C(CSc1nnc(NC(=O)C2CCC2)s1)Nc1ccc(N2CCOCC2)cc1 was read as STK33 kinase inh -4.2 and Kir21 inh -0.7.
For CN1c2ccccc2C(=O)/C(=C\Nc2ccc(F)cc2F)S1(=O)=O the results were STK33 kinase inh -0.2 and Kir21 inh 0.27.
`CC(Oc1ccc(Cl)cc1Cl)C(=O)Nc1cccc(O)c1` (stereo not drawn) gave STK33 kinase inh -3.0 and Kir21 inh -3.2.
`CCN1CCCC1CNC(=O)C(=O)Nc1ccc(OC)cc1` (stereo not drawn) gave STK33 kinase inh -0.3 and Kir21 inh 0.17.
For COC(=O)C1CSC(c2ccc(Cl)cc2)N1C(=O)c1ccccc1 (stereo not drawn) the results were STK33 kinase inh -0.3 and Kir21 inh -1.9.
`OC(COc1ccccc1)CN1CCOCC1` (stereo not drawn) gave STK33 kinase inh -1.7 and Kir21 inh 0.13.
Cc1nc[nH]c(=O)c1Br was read as STK33 kinase inh -0.8 and Kir21 inh 1.5.
Screening COc1cccc(C(O)CC(N)=O)c1 (stereo not drawn) returned STK33 kinase inh -1.1 and Kir21 inh -0.04.
For O=C1CC(c2cccc([N+](=O)[O-])c2)c2cc3c(cc2N1)CCC3 (stereo not drawn) the results were STK33 kinase inh -0.3 and Kir21 inh 1.2.
`Cc1cc(=O)oc2ccc(OCC(=O)N(Cc3ccc(F)cc3)Cc3ccco3)cc12` gave STK33 kinase inh -1.0 and Kir21 inh 1.3.
CCOc1ccc(OCC)c(NC(=O)C2CCN(c3cnccn3)CC2)c1 was read as STK33 kinase inh 2.5 and Kir21 inh 0.53.
Screening Cc1c(CC(=O)O)c(=O)oc2cc(OCc3ccc(F)cc3Cl)ccc12 returned STK33 kinase inh -2.0 and Kir21 inh 0.95.
Cc1ccccc1N/C(SCc1ccc(Cl)cc1)=C(/C#N)C(=O)NCc1ccco1 was read as STK33 kinase inh 1.0 and Kir21 inh -0.4.
For COc1cccc(NC(=O)CN(C)C(C)C(=O)Nc2cc([N+](=O)[O-])ccc2Cl)c1 (stereo not drawn) the results were STK33 kinase inh -0.7 and Kir21 inh -0.07.
`COc1ccc(N(CC(=O)NCc2cccnc2)S(=O)(=O)c2ccccc2[N+](=O)[O-])c(OC)c1` gave STK33 kinase inh -1.2 and Kir21 inh -0.07.
C=CCn1c(C)cc(C(=O)COC(=O)c2cncc(Br)c2)c1C was read as STK33 kinase inh 0.9.
Screening Cc1nc(NC(=S)NC(=O)c2cccs2)ccc1Br returned STK33 kinase inh -2.3 and Kir21 inh -2.6.
`COc1cc(-c2cc(C(=O)O)c3cc4c(cc3n2)OCCO4)cc(OC)c1OC` gave STK33 kinase inh -1.1 and Kir21 inh 0.57.
Screening Cc1ccc(N(CC(=O)N/N=C/c2ccc(OCC(N)=O)cc2)S(C)(=O)=O)cc1Cl returned STK33 kinase inh 0.0 and Kir21 inh -0.2.
For CN(C)S(=O)(=O)c1cccc(NC(=O)CNCC2CCCCC2)c1 the results were STK33 kinase inh 0.0 and Kir21 inh 0.03.
Screening COC(=O)c1ccccc1-c1c2ccc(=N)cc-2oc2cc(N)ccc12 returned STK33 kinase inh 2.0.
Screening CC(=O)c1cccc(NC(=O)NC2CCCCC2)c1 returned STK33 kinase inh -1.9 and Kir21 inh -0.19.
Cc1ccc(C)c(NC(=O)Cc2csc(-c3ccccc3)n2)c1 was read as STK33 kinase inh -1.4 and Kir21 inh 0.61.
COc1cc2c(cc1OC)CN(c1ccc(-c3ccccc3OC)nn1)CC2 was read as STK33 kinase inh -0.2 and Kir21 inh -0.05.
Screening COC(=O)c1sccc1NC(=O)Nc1ccc(C)c(C)c1 returned STK33 kinase inh 2.5 and Kir21 inh -0.47.

Quoted at random: 3 compounds from above
COc1cc2c(cc1OC)CN(c1ccc(-c3ccccc3OC)nn1)CC2 was read as STK33 kinase inh -0.2 and Kir21 inh -0.05.
CCOc1ccc(OCC)c(NC(=O)C2CCN(c3cnccn3)CC2)c1 was read as STK33 kinase inh 2.5 and Kir21 inh 0.53.
Screening Cc1ccc(N(CC(=O)N/N=C/c2ccc(OCC(N)=O)cc2)S(C)(=O)=O)cc1Cl returned STK33 kinase inh 0.0 and Kir21 inh -0.2.

(next part)
For COC(=O)NNC(=O)c1ccccc1C the results were STK33 kinase inh -1.6 and Kir21 inh 0.38.
For O=C(CN1C(=O)c2ccccc2C1=O)NC1CCCCC1 the results were STK33 kinase inh -0.8 and Kir21 inh -0.15.
`CCC(C)NC(=O)c1c(N)n(/N=C/c2ccccn2)c2nc3ccccc3nc12` (stereo not drawn) gave STK33 kinase inh 0.0 and Kir21 inh 0.34.
Screening COc1ccc(N/C=C/C(=O)c2sc(-c3ccccc3)nc2C)cc1 returned STK33 kinase inh 0.2 and Kir21 inh -0.01.
`O=C1CN(C(=O)COC(=O)CCc2ccccc2O)c2ccccc2N1` gave STK33 kinase inh -1.6.
For COc1cccc(CN2CCN(c3nc4nonc4nc3NC3CC3)CC2)c1 the results were STK33 kinase inh -1.4 and Kir21 inh 0.
Screening CC1CCc2nc(NC(=O)Nc3ccc4c(c3)OCO4)sc2C1 (stereo not drawn) returned STK33 kinase inh -0.1 and Kir21 inh 1.2.
`O=C(OC(C(=O)NCC1CCCO1)c1ccc(F)cc1)c1cccs1` (stereo not drawn) gave STK33 kinase inh -1.0 and Kir21 inh -0.47.
CC1CC(C(F)F)n2nc(C(=O)Nc3sc4c(c3C#N)CCC(C(C)(C)C)C4)nc2N1 (stereo not drawn) was read as STK33 kinase inh -0.4 and Kir21 inh 1.5.
Screening COc1cccc(/C=N/NC(=O)c2nnn(-c3nonc3N)c2C(C)C)c1OCc1ccc(F)cc1 returned STK33 kinase inh -0.7 and Kir21 inh -0.67.
O=C(COc1cccnc1[N+](=O)[O-])Nc1ccc(Cl)c(S(=O)(=O)N2CCOCC2)c1 was read as STK33 kinase inh -0.8 and Kir21 inh -1.9.
For COC(=O)CNC(=O)CCC(=O)N1CCN(C(c2ccccc2)c2ccccc2)CC1 the results were STK33 kinase inh -0.3 and Kir21 inh 0.09.
Cc1cc(Oc2cc(NN3CCCCC3)c([N+](=O)[O-])cc2[N+](=O)[O-])c(C(=O)c2ccccc2)cc1Cl was read as STK33 kinase inh -1.4 and Kir21 inh 0.02.
For CC1CCN(C(=O)COC(=O)CCCN2C(=O)c3cccc4cccc(c34)C2=O)CC1 the results were STK33 kinase inh -0.4 and Kir21 inh 0.16.
`CCOC(=O)N1CCC(NC(=O)CN2C(=O)CCSc3ccccc32)CC1` gave STK33 kinase inh 0.5 and Kir21 inh 1.6.
O=S(=O)(NCC1OCCc2ccccc21)c1ccccc1 (stereo not drawn) was read as STK33 kinase inh -0.4 and Kir21 inh -1.7.
`Cc1onc(-c2ccccc2Cl)c1C(=O)N1CCc2ccccc21` gave STK33 kinase inh -0.6 and Kir21 inh 0.48.
`N#C/C(=C\c1ccccc1Cl)C(=O)Nc1ccccn1` gave STK33 kinase inh 0.2 and Kir21 inh 0.08.
Screening N#CC1=C(N)N(c2ccccc2)C(=O)C1 returned STK33 kinase inh 0.2 and Kir21 inh -0.54.
CCc1cc(=O)oc2cc(C)cc(OC(C)C(=O)NC3CCN(Cc4ccccc4)CC3)c12 (stereo not drawn) was read as STK33 kinase inh 0.2 and Kir21 inh -1.
`CSc1ccccc1NC(=O)c1cnc2scc(C)n2c1=O` gave STK33 kinase inh 0.2 and Kir21 inh -2.2.
`COC(=O)C1=C(C)N(Cc2ccccc2)C(=NCCc2c[nH]c3ccccc23)N[C@H]1c1cccc(C(F)(F)F)c1` gave STK33 kinase inh 5.6.
CCOc1cc(C)c(Cl)cc1S(=O)(=O)N1CCCC1 was read as STK33 kinase inh -1.3 and Kir21 inh -5.5*.
For O=C(O)CNS(=O)(=O)c1ccc2c(c1)Cc1cc(S(=O)(=O)NCC(=O)O)ccc1-2 the results were STK33 kinase inh -2.8 and Kir21 inh -0.01.
For CC(C)(C)c1cc(O)c(C(C)(C)C)cc1O the results were STK33 kinase inh -1.0 and Kir21 inh 0.79.
